Screening results from PubChem.
ALOX12 inh – inhibitors of human 12S-lipoxygenase ALOX12. purified 12hLO, xylenol orange hydroperoxide absorbance. AID 1671190. 1.1% of 580,000 active. Potency, µM (top dose mostly 108 µM), for the others: at the highest dose activity change, negative = inhibition, actives largely listed as inhibitors; further: potency means the concentration at half of the fitted maximal effect
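Purified human 12hLO (150 nM final) in 25 mM Hepes, 0.01% Triton X-100, pH 7.0 was preincubated 15 min at room temperature with compound. Then 40 uM arachidonic acid was added, 30 min. Hydroperoxide was read by Fe-XO absorbance ratio 573/405 nm.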
Pol eta inh – blocks human DNA polymerase eta activity; Potency, µM (top dose mostly 114 µM), inactives show at the highest dose activity change, negative = inhibition, most hits filed as inhibitors; AID 588591; 1.2% of 390,000 active; recombinant Pol eta, fluorescent DNA replication assay; further: potency means the concentration at half of the fitted maximal effect
Target sequence (Q9Y253 whole entry, looked up): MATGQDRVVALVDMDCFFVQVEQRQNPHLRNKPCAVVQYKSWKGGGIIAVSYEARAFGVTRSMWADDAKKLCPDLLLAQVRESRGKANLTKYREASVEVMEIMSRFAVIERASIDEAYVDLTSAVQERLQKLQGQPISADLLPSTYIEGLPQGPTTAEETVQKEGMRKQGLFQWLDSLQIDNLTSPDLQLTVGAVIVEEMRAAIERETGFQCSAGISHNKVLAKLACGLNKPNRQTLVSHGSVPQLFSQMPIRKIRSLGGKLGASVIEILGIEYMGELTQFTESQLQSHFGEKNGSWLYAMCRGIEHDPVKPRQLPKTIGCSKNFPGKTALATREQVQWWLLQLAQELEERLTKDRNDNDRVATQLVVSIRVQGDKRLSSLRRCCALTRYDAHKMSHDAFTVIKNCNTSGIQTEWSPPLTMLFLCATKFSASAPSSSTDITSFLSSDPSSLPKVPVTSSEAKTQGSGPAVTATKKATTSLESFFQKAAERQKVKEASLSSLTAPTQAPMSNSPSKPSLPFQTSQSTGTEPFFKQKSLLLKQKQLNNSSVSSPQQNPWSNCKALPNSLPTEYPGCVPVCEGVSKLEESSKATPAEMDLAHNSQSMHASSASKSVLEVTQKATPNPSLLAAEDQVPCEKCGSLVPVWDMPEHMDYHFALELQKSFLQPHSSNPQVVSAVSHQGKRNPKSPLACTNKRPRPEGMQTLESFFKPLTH
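Pol eta (10 nM) was preincubated with compounds for 15 min at room temperature, after which fluorescent replication substrate (50 nM final) was added to start the reaction. Fluorescence was read kinetically at 0 and 10 min.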
LDHA block – LDHA (human) enzyme inhibition. 0.15% of 480,000 active. purified LDHA, NADH/diaphorase-resazurin fluorescence; hits give low values. activity change, % (values are at about 110 or 230 µM). P00338; in the data active means activity change below about -30%; inconclusive means mostly about -25% to -30%;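 further: plate controls were DMSO wells for no effect and wells without enzyme for full effect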
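Human LDH5 (2 nM) was incubated with 0.06 mM NADH and 0.2 mM pyruvate for 5 min at room temperature in Tris pH 7.4. Remaining NADH was coupled through diaphorase/resazurin, and resorufin fluorescence was read at 0 and 20 min.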
An asterisk follows results filed as active; ? = inconclusive. Unless noted, the call rests on the fitted dose curve; in most records, active means well fitted inhibition curve with a large enough effect; inconclusive means small, poorly fitted or top-dose-only effect, or another doubt; inactive means no such curve, though single readings can be large or run the other way. Unless noted, on the % scale 0 is the no-effect control and ±100 the full control effect. A portion of the library (hit frequency here may not be typical).

entry	ALOX12 inh	Pol eta inh	LDHA block	structure
1	-32%	2%	-1	CCc1ccc(/C=C2\SC(=S)N(CCCC(=O)NCCCN3CCOCC3)C2=O)cc1
2	4%	-4%	-2	O=C(COC(=O)c1cc(S(=O)(=O)N2CCOCC2)ccc1Cl)Nc1ccc(Cl)cn1
3	-6%	-8%	1	CC1CCCC(NC(=O)CSc2nnc(-c3cccnc3)o2)C1C (stereo unspecified)
4	-17%	-15%	0	CCCCNC(=O)CNC(=O)c1nn(-c2ccc(OC)c(OC)c2)c(=O)c2ccccc12
5	-4%	-7%	-3	CCc1nc(N2CCN(C(=O)CCCl)CC2)c2c3c(sc2n1)CCCC3
6	3%	-10%	-8	c1ccc(CN2CCC3CC2c2ccc(N4CCOCC4)cc23)cc1 (stereo unspecified)
7	-5%	-21%	-2	O=C(COC(=O)c1cccc(S(=O)(=O)N2CCCC2)c1)Nc1cccc(Br)c1
8	4%	7%	-2	C[C@H](CO)N1C[C@H](C)[C@@H](CN(C)S(=O)(=O)c2ccccc2C#N)OCc2cn(nn2)CCCC1=O
9	?	50µM*	2	CC(=O)N1CCc2c(sc(NC(=O)c3ccc([N+](=O)[O-])o3)c2C(N)=O)C1
10	10%	-4%	-2	O=[N+]([O-])c1ccccc1NS(=O)(=O)c1ccccc1
11	-5%	-2%	1	COC(=O)c1ccc(CNC(=O)c2cc(S(=O)(=O)NCc3ccccc3)ccc2C)cc1
12	-4%	-9%	-16	COc1ccc(CN2CCC[C@]3(N[C@H](c4ccccc4)[C@@H]4C(=O)N(Cc5ccccc5)C(=O)[C@@H]43)C2=O)cc1
13	?	-15%	-1	C[C@@H]1CN([C@@H](C)CO)C(=O)CCCn2nncc2CO[C@@H]1CN(C)C(=O)Nc1ccc(-c2cccs2)cc1
14	7%	-13%	-4	COc1cc(/C=C/C(=O)OCC(=O)N2CCc3ccccc32)cc(OC)c1OC
15	0%	-7%	3	COCC(C)NC(=O)C1CC(=O)N(CCc2ccc(F)cc2)C1 (stereo unspecified)
16	-13%	-5%	-6	O=C(c1ccc(N2C(=O)CCC2=O)cc1)N1CCCSC1=Nc1ccccc1
17	-15%	-5%	2	O=S(=O)(Nc1ccccc1Br)c1cccc2cccnc12
18	2%	-21%	-9	Cc1cc(C)c(S(=O)(=O)N2CCN(C(=O)CC(C)n3nc(C)nc3C)CC2)c(C)c1 (stereo unspecified)
19	0%	-13%	-3	CC(=O)Nc1ccc(S(=O)(=O)NCCC(=O)NCc2ccco2)cc1
20	-5%	-5%	-24	Cc1noc(C)c1S(=O)(=O)N(C)C[C@@H]1OCc2cn(nn2)CCCC(=O)N([C@@H](C)CO)C[C@H]1C
21	7.9µM*	-11%	-2	Cc1ccc(C(=O)NC(=S)c2c(C)cc3ccccn23)cc1
22	-7%	-20%	2	COc1ccccc1CNS(=O)(=O)c1c(C)cc(C)cc1C
23	-7%	-8%	1	Cc1nc2cc3c(=O)n(C)cnc3cc2n1Cc1ccccc1
24	-3%	-11%	2	Cc1noc(C)c1C(=O)OCC(=O)NC(=O)c1ccc(C(C)(C)C)cc1
25	?	-5%	-1	CN(CCO)C(=O)c1nc[nH]c1C(=O)N1CCN(C(=O)OC(C)(C)C)CC1
26	-13%	-4%	2	COc1ccc(C(CC(=O)c2ccc3c(c2)OCO3)C(=O)O)cc1OC (stereo unspecified)
27	19%	-1%	-6	Cc1ccc(OCC(=O)OCC(=O)NC2CCCCCC2)cc1C
28	-29%	-20%	-2	C[C@@H]1CN([C@H](C)CO)C(=O)CCCn2nncc2CO[C@H]1CN(C)Cc1ccc(Cl)c(Cl)c1
29	22%	-24%	0	O=C(OCc1cn([C@H]2CN(CC3CCCCC3)[C@@H](c3ccccc3)C[C@@H]2O)nn1)c1ccccc1
30	?	-12%	-10	COc1ccc2nc3n(c(=O)c2c1)-c1ncccc1C(=O)NC3Cc1ccccc1 (stereo unspecified)

Complete entries, quoted from the list:
COc1ccccc1CNS(=O)(=O)c1c(C)cc(C)cc1C is listed with ALOX12 inh = -7%; Pol eta inh = -20%; LDHA block = 2
CCc1nc(N2CCN(C(=O)CCCl)CC2)c2c3c(sc2n1)CCCC3 is listed with ALOX12 inh = -4%; Pol eta inh = -7%; LDHA block = -3

Sorted by formula weight (high to low): some entries from above
entry	ALOX12 inh	Pol eta inh	LDHA block	structure
20	-5%	-5%	-24	Cc1noc(C)c1S(=O)(=O)N(C)C[C@@H]1OCc2cn(nn2)CCCC(=O)N([C@@H](C)CO)C[C@H]1C
30	?	-12%	-10	COc1ccc2nc3n(c(=O)c2c1)-c1ncccc1C(=O)NC3Cc1ccccc1 (stereo unspecified)
5	-4%	-7%	-3	CCc1nc(N2CCN(C(=O)CCCl)CC2)c2c3c(sc2n1)CCCC3

The list continues.
entry	ALOX12 inh	Pol eta inh	LDHA block	structure
31	10%	-5%	0	CCOC(=O)c1c(C)[nH]c(/C(C)=N/NC(=O)c2cccnc2)c1C
32	-4%	-14%	0	O=[N+]([O-])c1cccc(CON=Cc2ccccc2O)c1
33	?	-15%	-2	Cc1nnc(NC(=O)CCN2C(=O)C3CC=CCC3C2=O)s1 (stereo unspecified)
34	-16%	-2%	2	O=C(NC1CCN(Cc2ccccc2)CC1)c1ccc(CS(=O)c2ccccc2Cl)o1 (stereo unspecified)
35	11%	-14%	-6	C[C@@H]1CN([C@H](C)CO)C(=O)CCCn2nncc2CO[C@@H]1CN(C)C(=O)c1ccccc1
36	-5%	-20%	0	CCC[C@H]1CN(c2ccc(Br)cc2)C(=O)[C@@H]1CC(=O)Nc1ccc(OC)cc1
37	-7%	-5%	-5	O=C(Cn1cc(C(=O)C(=O)N2CCOCC2)c2ccccc21)Nc1cccc(C(F)(F)F)c1
38	-8%	-11%	0	C[C@@H]1CN([C@@H](C)CO)C(=O)c2cc(NC(=O)c3ccncc3)ccc2O[C@@H](C)CCCCO[C@@H]1CN(C)C(=O)Cc1ccccc1
39	?	1%	-5	C[C@H]1CN([C@@H](C)CO)C(=O)CCCn2nncc2CO[C@@H]1CN(C)Cc1ccc(-c2ccccc2)cc1
40	?	-1%	1	N=C1CCCC1C(=S)SCCC(N)=O (stereo unspecified)
41	4%	-7%	-13	O=C(O)c1ccccc1C(=O)OC1CC2CCC1C2 (stereo unspecified)
42	?	-17%	-5	Cc1cc(C2=CC(=O)C[C@H](c3ccc(F)cc3)C2)ccc1F
43	10%	3%	-8	CC(=O)Nc1ccccc1NC(=O)c1ccc2c(c1)OCO2
44	?	-10%	-14	Cc1ccc(C2NC(=S)N3C(c4ccc(C)cc4)NC(=S)N23)cc1 (stereo unspecified)
45	-4%	-11%	-4	O=CC(=Cc1ccccc1)c1ccccc1
46	7%	-5%	-2	O=C(Cc1ccccc1F)Nc1cc(S(=O)(=O)N2CCCCC2)ccc1N1CCOCC1
47	-3%	?	-3	O=c1[nH]c(CN2CCCCC2)ccc1O
48	?	-15%	0	COc1ccc(CN2C(=O)C(CC(=O)NCc3cccs3)CC(C(=O)N(C(C)C)C(C)C)=C2C)cc1 (stereo unspecified)
49	-5%	0%	-9	CC1(c2ccc(Cl)cc2)NC(=O)N(CC(=O)N2CCN(C(=O)c3cccs3)CC2)C1=O (stereo unspecified)
50	-16%	-4%	-1	COc1cccc(C(=O)Nc2cc(C)on2)c1
51	-8%	-20%	-9	O=C(NCCCN1CCCC1)c1ccc2c(c1)N(Cc1cccc(Cl)c1)C(=O)c1ccccc1S2(=O)=O
52	0%	?	2	C#CCN(C[C@H]1[C@H](OC(=O)NCC2CCCCC2)[C@H](OC(=O)NCC2CCCCC2)C[C@@H](C(=O)OC)[C@H]1C(=O)OC)S(=O)(=O)c1ccc(C)cc1

Entries by screen from above.
Entries 32–42 in ALOX12 inh read -4%, ?, -16%, 11%, -5%, -7%, -8%, ?, ?, 4%, ?

4 entries out of the list above, sorted by their value in LDHA block, largest number first:
entry	ALOX12 inh	Pol eta inh	LDHA block	structure
13	?	-15%	-1	C[C@@H]1CN([C@@H](C)CO)C(=O)CCCn2nncc2CO[C@@H]1CN(C)C(=O)Nc1ccc(-c2cccs2)cc1
45	-4%	-11%	-4	O=CC(=Cc1ccccc1)c1ccccc1
27	19%	-1%	-6	Cc1ccc(OCC(=O)OCC(=O)NC2CCCCCC2)cc1C
20	-5%	-5%	-24	Cc1noc(C)c1S(=O)(=O)N(C)C[C@@H]1OCc2cn(nn2)CCCC(=O)N([C@@H](C)CO)C[C@H]1C
